# SKN-1 block: C. elegans SKN-1 inhibition. inhibition, % at 21.8 µM. AID 624304. hit rate 0.49% among 360,000. C. elegans VP596 Pgst-4::GFP/RFP ratio, acrylamide-induced, 24 h;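 active = interference check ratio from 0.5 to 1.5 plus GFP to RFP signal ratio inhibition reaching or exceeding a fixed threshold, cut at about 30% in these data, passing the limit was not always enough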; also: some compounds called inactive have numbers as strong as hits
# MT1-MMP act inh: blocks activation of human MT1-MMP; GFP/RFP ratio change, % at 20 µM; hit rate 0.061% among 360,000; HT1080 RFP-PRO-GFP cells, GFP/RFP ratio fluorescence, overnight; percent of plate control window, DMSO zero;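 active = GFP/RFP ratio change of at least 30% with cell ATP level not reduced by more than half and red fluorescence within 50% of control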; also: strong numbers were not always called active
#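 system = RFP-PRO-GFP reporter HT1080 cells | dosing = 20 µM single dose, 1% DMSO | timing = overnight cell settling, then overnight compound exposure, 37 °C, 5% CO2 | read-out basis = GFP/RFP fluorescence ratio | controls = DMSO and RFP-L50D-GFP cell wells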
# Neddyl block: cullin neddylation inhibition | P61081+Q13564 | TR-FRET cullin neddylation, biochemical | calls only at 25 µM | hit rate 0.58% among 360,000 | AID 651699; in the data active = inhibition above about 36%
# Rin1-Abl PPI inh: blocks binding of human Rin1 to Abl; P00519+Q13671; TR-FRET Rin1/Abl binding, biochemical; inhibition, % at 7.35 µM; hit rate 0.4% among 360,000; AID 588664; in the data active = inhibition above about 5%, passing the limit was not always enough
# E coli Lon inh: inhibitors of E. coli Lon protease. P0A9M0. purified E. coli Lon protease, fluorescence polarization. inhibition, % at 7.94 µM. hit rate 0.42% among 360,000; in the data active = inhibition above about 13%, passing the limit was not always enough;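 also: 0% = enzyme with probe and DMSO and 100% = no enzyme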
# FAS TE block: inhibitors of human fatty acid synthase thioesterase domain; P49327; recombinant FAS-TE, OMFH fluorogenic substrate, fluorescence endpoint; inhibition, % at 15 µM; hit rate 0.67% among 360,000; AID 602261;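 active = compounds whose normalised, plate-corrected inhibition of enzyme fluorescence in the single-dose primary screen is 50% or more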;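 also: 0% = DMSO with enzyme and 100% = substrate without enzyme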
# PABP1 MLLE inh: blocks PAM2 peptide binding to the PABP1 MLLE domain; GST-MLLE / FITC-PAM2 fluorescence polarization; P11940; AID 588489; hit rate 0.36% among 360,000; inhibition, % at 20 µM; in the data active = inhibition above about 35%, passing the limit was not always enough;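 also: plate controls were DMSO wells with GST-MLLE for no effect and wells lacking GST-MLLE protein for full effect; some results filed as inactive read as strong as hits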
# bovine MsrA act: bovine methionine sulfoxide reductase A activation; purified bovine MsrA, absorbance read-out; activation, % at 10.6 µM; hit rate 0.3% among 360,000; AID 602163; in the data active = activation above about 7.5%;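 also: 0% = vehicle and 100% = reference activator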
# CendR NRP1 mod: alters CendR peptide binding to human NRP-1; FAM-RPARPAR peptide binding to NRP-1, fluorescence polarization; hit rate 0.85% among 360,000; O14786; inhibition, % at 25 µM;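 active = inhibition or corrected inhibition above about 18%, plus a signal ratio from 0.5 to 1.5, limit read from the data, passing the limit was not always enough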; also: strong numbers were not always called active
# Target sequence (O14786 whole entry, looked up): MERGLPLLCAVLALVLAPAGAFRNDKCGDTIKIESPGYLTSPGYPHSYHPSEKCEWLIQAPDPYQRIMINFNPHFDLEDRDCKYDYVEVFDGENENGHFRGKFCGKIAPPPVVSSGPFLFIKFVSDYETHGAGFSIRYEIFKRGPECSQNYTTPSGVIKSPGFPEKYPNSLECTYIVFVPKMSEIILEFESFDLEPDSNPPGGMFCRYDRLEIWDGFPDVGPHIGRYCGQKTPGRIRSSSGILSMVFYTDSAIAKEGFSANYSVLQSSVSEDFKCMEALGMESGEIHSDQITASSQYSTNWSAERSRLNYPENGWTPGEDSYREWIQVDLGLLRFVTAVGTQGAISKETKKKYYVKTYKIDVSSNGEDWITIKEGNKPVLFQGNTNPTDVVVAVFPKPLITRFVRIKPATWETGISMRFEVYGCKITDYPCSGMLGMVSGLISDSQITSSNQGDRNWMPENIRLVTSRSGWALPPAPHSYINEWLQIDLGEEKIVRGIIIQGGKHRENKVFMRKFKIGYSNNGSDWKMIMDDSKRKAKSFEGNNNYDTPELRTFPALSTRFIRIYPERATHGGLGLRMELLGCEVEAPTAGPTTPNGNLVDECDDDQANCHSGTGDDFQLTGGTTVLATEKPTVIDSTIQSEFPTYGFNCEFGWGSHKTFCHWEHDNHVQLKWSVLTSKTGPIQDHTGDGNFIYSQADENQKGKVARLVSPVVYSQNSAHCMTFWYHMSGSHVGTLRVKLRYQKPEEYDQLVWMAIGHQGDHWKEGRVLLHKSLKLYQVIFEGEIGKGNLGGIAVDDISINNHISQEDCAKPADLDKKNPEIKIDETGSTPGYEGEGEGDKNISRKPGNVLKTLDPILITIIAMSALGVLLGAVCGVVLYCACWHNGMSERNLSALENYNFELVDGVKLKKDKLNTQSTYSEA
# Active calls of the source: *; i = inactive; x = no result given.
SMILES,SKN-1 block,MT1-MMP act inh,Neddyl block,Rin1-Abl PPI inh,E coli Lon inh,FAS TE block,PABP1 MLLE inh,bovine MsrA act,CendR NRP1 mod
Cc1oc2c(C)c(O)ccc2c(=O)c1-c1ccc2ccccc2n1,7,21,i,-4,-6,-6,-1,-3,-13
N=C1c2ccccc2CN1NC(=O)CC12CC3CC(CC(C3)C1)C2,12,2,i,-3,11,-8,-19,-5,-3
COC(=O)Nc1ccc(S(=O)(=O)Nc2ccc(O)cc2)cc1,-1,27,i,2,-4,-5,0,-2,1
COC(=O)c1ccc(COc2ccc(C#N)cc2)o1,3,-2,i,-1,-3,3,3,-2,-2
CC(=O)Nc1sc2c(c1C#N)CCC2,1,0,i,2,-2,-3,1,-5,-5
O=S(=O)(c1cccc(-c2nnc(-c3ccc(Br)cc3)o2)c1)N1CCCCCC1,-11,6,i,-2,8,6,0,-3,7
CCOc1cc(C(=O)NCc2ccccc2)ccc1OCC(=O)N1CCCCC1,-5,6,i,0,8,-4,-5,-7,2
CCOC(=O)/C=C1\CC(C(=O)OCC)Oc2c(OC)cccc21 (centres undefined),-6,0,i,-8,0,1,-67,-2,0
O=C(N/C(=C\c1ccc([N+](=O)[O-])cc1)C(=O)N1CCCCC1)c1ccc(Br)o1,3,-1,i,4,-1,20,3,-2,10
CCOC(=O)[C@]12CCCC=C1N(Cc1cccc3ccccc13)C(=O)[C@H](CC(=O)N1CCCC1)C2,-9,-3,i,x,-6,4,x,-5,5
Cc1cccc(C(=O)NCC(=O)N2CCOCC2)c1,3,-2,i,-1,-10,-7,-1,4,9
CCOc1ccc(/C=N/NC(=O)c2ccc(O)cc2)cc1CN1CC2CC(C1)c1cccc(=O)n1C2 (centres undefined),5,-1,i,-3,-1,-2,-10,-2,-2
CCC(COC)Oc1cc(NCc2ccccc2)c2ncn(C(C)C)c2c1 (centres undefined),27,-3,i,0,8,1,-17,1,2
O=C(C1=C[C@@H](c2coc3ccccc3c2=O)C[C@@H](OCCCCO)O1)N1CCN(Cc2ccc3c(c2)OCO3)CC1,16,4,i,1,-16,3,9,-4,10
Cc1cccnc1NC(=O)CNC(=O)c1cccs1,-11,1,i,-3,-5,-6,-12,3,2
CCOc1ccccc1N(CC(=O)NC1CCCCC1)S(=O)(=O)c1ccc(C)cc1,2,-3,i,0,7,15,3,-1,8
Cc1nn(C)c(Cl)c1CN1CCCC(CCC(=O)NCc2ccccc2F)C1 (centres undefined),7,0,i,0,-16,-3,-3,-1,-6
CCOC(=O)c1ccc(S(=O)(=O)Nc2cc(S(=O)(=O)Nc3ccc(OC)cc3)ccc2O)cc1,-21,3,i,0,9,2,-3,-2,-11
Cc1cc(C)nc(SCc2cc(=O)c(OC(=O)c3ccc(S(=O)(=O)N(C)C)cc3)co2)n1,0,3,i,-1,0,5,7,-3,-13
CC(C)CNC(=O)c1nn(Cc2ccccc2)c(=O)c2ccccc12,12,-5,i,-1,0,8,-5,-3,-5
CCc1cccc(CC)c1NC(=O)COC(=O)CC1c2ccccc2CCN1S(=O)(=O)c1ccccc1 (centres undefined),-4,-15,i,-4,-4,14,-1,-1,-6
COc1ccc2c(c1)N(S(=O)(=O)c1ccccc1)CCC2=O,5,-3,i,-2,1,-2,5,-3,0
CCN(CC(=O)Nc1ccc(OC)cc1)C(=O)c1ccc(NS(=O)(=O)c2ccc(C(C)=O)cc2)cc1,-9,0,i,3,5,0,9,-12,-5
C(=C\c1ccccc1)/CSc1nnc(-c2ccccn2)n1Cc1ccco1,3,-6,i,1,5,9,-38,1,-2
COc1cccc(/C=N/Nc2ncnc3scc(-c4ccccc4)c23)c1OC,7,4,i,0,-1,14,-11,-2,0
O=C(COC(=O)/C=C/c1ccc(Cl)cc1)NC1CCCCCC1,9,-1,i,2,10,-5,11,1,-3
CC[C@@]1(C(=O)OC)N[C@H](CN(C)C(=O)NC(C)C)[C@@H]2C(=O)N(Cc3ccccc3)C(=O)[C@@H]21,6,4,i,1,-6,-10,-9,-2,23
C#CCOCCOCCOCCNc1nc(N2CCN(C(=O)[C@H]([C@@H](C)O)n3cc(CCCCN)nn3)CC2)nc(N2CCN(C(=O)[C@H](CCCCN)n3cc(CC(C)O)nn3)CC2)n1 (some centres undefined),6,2,i,2,-5,-14,-3,-2,9
CCCN(CC(=O)Nc1ccc(Cl)cc1Cl)C(=O)/C=C/c1ccco1,5,-5,i,0,-3,12,-5,-5,-3
CCCNC(=O)C1(C)CCN(C(=O)c2ccc3c(c2)CCO3)C1 (centres undefined),0,8,i,2,1,-10,-3,-9,0
COc1ccc(N2CCN(C(=O)CSc3nnc(-c4cc5ccccc5cc4O)n3C)CC2)cc1,8,0,i,-5,-2,0,-78,6,-9
Cc1ccc(OCC(=O)NC2CC(C)(C)NC(C)(C)C2)c(C)c1,-6,-4,i,3,5,-2,12,3,-3
COc1ccccc1NC(=O)c1ccc(NC(=O)COC(=O)C2CC2C)cc1 (centres undefined),-2,1,i,1,3,-1,14,-5,9
COc1ccc(-c2csc(COC(=O)C(C)(C)C)n2)cc1,-7,9,i,-3,0,23,-11,1,4
COc1ccc(S(=O)(=O)N2CCOCC2)cc1NC(=O)c1cccc2c(=O)c(C)c(-c3ccccc3)oc12,12,-5,i,1,-2,93*,-17,-2,-1
CC1CC(C)CN(S(=O)(=O)N2CCCC(C(=O)NC3CCCCC3)C2)C1 (centres undefined),17,-2,i,-7,-9,0,6,0,3
O=C(COC(=O)c1cc(NS(=O)(=O)c2cccs2)ccc1O)Nc1ccc(F)c(F)c1F,4,0,x,-2,-1,17,-9,0,12
O=S(=O)(c1ccc(F)cc1)N1CCN(CC2CC3C=CC2C3)CC1 (centres undefined),0,3,i,1,-1,4,-1,-3,8
O=C(CN(C(=O)c1csnn1)c1ccc(F)c(Cl)c1)NCc1ccc2c(c1)OCO2,1,-1,i,0,-7,8,9,0,8
C=CCOc1ccccc1CN1CCC(Cc2ccccc2)CC1,9,2,i,1,-1,-3,-4,0,5
CCc1ccccc1NC(=O)CCC(=O)c1cccs1,18,-2,i,-5,-9,2,-18,-2,0
NS(=O)(=O)c1cccc(NC(=S)NCc2ccc3c(c2)OCO3)c1,2,4,i,3,-3,0,5,-6,-8
Cc1ccc(OCc2ccc(C(=O)Nc3cc(C)on3)o2)c([N+](=O)[O-])c1,-3,-1,i,-5,7,0,-5,-2,-2
CC1(C)CC(O)CC(C)(C)N1CC(O)COCCOc1ccc(Br)cc1 (centres undefined),-6,6,i,-1,-8,-4,14,-6,1
Cc1c(C=NCCOCc2ccccc2)cnn1C,3,3,i,-2,6,-7,2,1,8
COCOCCn1cc(CN2CCS(=O)(=O)N(Cc3ccc(-c4cccc(CO)c4)cc3)C(CC(C)C)C2=O)nn1 (centres undefined),12,-1,i,1,-4,-5,5,2,-5
CCOc1ccc(OCCC(=O)N2CCc3cc(OC)c(OC)cc3C2)cc1,2,1,i,1,-1,0,-4,-3,-4
CC(C)(C)NC(=S)NCc1ccncc1,-2,0,i,1,0,-14,-28,-2,-2
COc1ccc(Cn2nnc3ccccc32)cc1,-2,2,i,1,-2,0,-1,-1,2
CC(=NNc1nc2ccccc2s1)c1ccncn1,5,5,i,1,17,6,0,-11,-3
CC(=O)n1cc(/C=C2/N=C(c3ccccc3)OC2=O)c2ccccc21,5,0,i,-2,-12,1,-24,-6,14
COc1cc(C(=S)N2CCCC2)cc(Cl)c1OCC(=O)Nc1ccc(C)cc1C,6,-7,i,-3,-3,14,8,-4,-10
CCN(C(N)=S)c1ccccc1,2,1,i,1,-10,-5,-2,-9,-5
OC1CCCN(Cc2ccc3ccc4cccc5ccc2c3c45)C1 (centres undefined),17,-1,i,-8,1,2,-3,-7,-5
Cc1cc(C)nc(NS(=O)(=O)c2ccc(Br)s2)c1,-14,0,i,2,-6,-1,-36,-2,-39
COc1cccc(C(=O)CSc2nnnn2C)c1,15,7,i,-1,1,-5,-108,-3,2
COc1ccccc1C1CC(c2ccc(NS(C)(=O)=O)cc2)=NN1C(=O)c1ccccc1 (centres undefined),2,-4,i,0,-3,7,-13,-5,17
CCOc1cc(/C=N/NC(=O)COc2ccc(Cl)cc2)ccc1OS(=O)(=O)c1ccccc1,-12,5,i,0,3,25,-11,-5,2
CCc1nc2ccc(C(=O)N3CCCCC3)cn2c1N(C)CCCc1ccccc1,-8,-2,i,-3,-2,5,6,2,7
COc1ccccc1/C=C/C=c1\sc2nc(=O)c(Cc3ccccc3)nn2c1=O,-16,10,i,-1,7,4,-23,-3,-118
# (more compounds)
SMILES,SKN-1 block,MT1-MMP act inh,Neddyl block,Rin1-Abl PPI inh,E coli Lon inh,FAS TE block,PABP1 MLLE inh,bovine MsrA act,CendR NRP1 mod
N#CC1=C(SCc2ccccc2)NC(=O)CC1c1ccccc1 (centres undefined),-21,-1,i,-2,-6,-4,5,-10,-8
Cc1ccc(NC(=O)COCC(=O)Nc2ccc(C)cc2)cc1,15,0,i,-1,-7,3,-5,-2,2
COc1ccc(-n2cnc3scc(-c4ccc(OC)c(OC)c4)c3c2=O)cc1,-5,-1,i,2,0,-4,12,-11,-1
O=C(c1ccc(OC2CCN(C/C=C/c3ccc(F)cc3)CC2)cc1)N1CCCCC1,-24,-5,i,4,6,-2,18,-6,-6
COc1ccccc1N1C(=O)CC(N2CCc3ccccc32)C1=O (centres undefined),-2,-4,i,3,3,-10,-9,-2,1
Nc1cccc(C2=Nc3cccc4cccc(c34)N2)c1,-5,11,i,-3,1,-2,3,1,0
COC(=O)c1sccc1NC(=O)Nc1cccc(OC)c1,24,-2,i,3,-13,8,-4,-4,4
COc1ccc(N(C(=O)/C=C/c2ccccc2)C2=CC3CCC(C2)N3C)cc1 (centres undefined),6,-2,i,-1,-15,-4,-8,-13,-3
CCCCN(CC)C(=O)c1oc2ccc(S(=O)(=O)N3CCCC3)cc2c1C,-3,-2,i,2,6,7,7,-2,2
COC(=O)C1=C(C)N(CCCC(=O)O)C(=O)NC1c1ccc([N+](=O)[O-])cc1 (centres undefined),-2,2,i,1,-2,-3,12,-4,4
CCOc1ccc(-c2n[nH]c(C(=O)NN)c2C)cc1,2,1,i,1,6,-10,-126,-6,-2
O=C(CCc1nc2sc3c(c2c(=O)[nH]1)CCCC3)Nc1ccccc1Cl,-2,0,i,0,-4,-4,-16,-7,-37
CN(Cc1ccc(OC(F)F)cc1)C(=O)c1cccc(S(=O)(=O)N2CCN(Cc3ccccc3)CC2)c1,8,9,i,1,2,25,-6,-1,-16
CCn1c(NC(=O)C(C)C)c2ccccc2nc1=O,10,-1,i,-1,0,-3,11,-2,2
Cc1nc2cc(C(F)(F)F)ccc2n1C1CCN(CC(=O)N2CCCC2)CC1,2,-1,i,2,5,1,-5,-4,1
CCCCNCCCOc1ccc(C)cc1Br,5,x,i,5,10,-12,24,-12,1

# High-throughput results as filed in PubChem.
